# From PubChem
# GalR3 antag – GalR3 antagonists in HEK293 cells, primary screen, cell-based, fluorescence readout; 0.44% of 360,000 active; inhibition, % at 3 µM; Galanin receptor type 3 (Homo sapiens), O60755; HEK293 GalR3-CNG cAMP membrane potential fluorescence; galR3 body fused to GalR1 C-terminus;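 active = inhibition above the screen-wide average plus 3 SD, cut at about 13% in these data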;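 note: forskolin and galanin both at EC90 stimulate the cells; cAMP rise reported by CNG channel membrane potential dye signal; 0% = forskolin plus galanin with DMSO and 100% = forskolin alone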
# Target sequence (O60755 1-299 limits assumed): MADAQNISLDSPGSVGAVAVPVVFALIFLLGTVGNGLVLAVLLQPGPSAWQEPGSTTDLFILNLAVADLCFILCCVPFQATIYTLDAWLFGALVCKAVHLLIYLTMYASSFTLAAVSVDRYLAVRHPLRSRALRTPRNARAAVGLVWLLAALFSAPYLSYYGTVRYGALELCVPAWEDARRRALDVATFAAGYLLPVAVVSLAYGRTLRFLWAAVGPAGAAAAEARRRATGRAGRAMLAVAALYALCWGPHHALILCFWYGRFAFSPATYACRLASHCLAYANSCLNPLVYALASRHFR
# GPR7 antagonist – GPR7 receptor antagonists, primary screen, cell-based, fluorescence, single concentration; Neuropeptides B/W receptor type 1 (Homo sapiens), P48145; GPR7-expressing cells, fluorescence antagonist assay; inhibition, % at 4.4 µM; 1.1% of 290,000 active; AID 1861, 2009; in the data active = inhibition above about 16%, passing the limit was not always enough;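 note: cells stimulated with the agonist NPW; 0% = agonist with vehicle and 100% = vehicle without agonist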
# Target sequence (P48145 whole entry, looked up): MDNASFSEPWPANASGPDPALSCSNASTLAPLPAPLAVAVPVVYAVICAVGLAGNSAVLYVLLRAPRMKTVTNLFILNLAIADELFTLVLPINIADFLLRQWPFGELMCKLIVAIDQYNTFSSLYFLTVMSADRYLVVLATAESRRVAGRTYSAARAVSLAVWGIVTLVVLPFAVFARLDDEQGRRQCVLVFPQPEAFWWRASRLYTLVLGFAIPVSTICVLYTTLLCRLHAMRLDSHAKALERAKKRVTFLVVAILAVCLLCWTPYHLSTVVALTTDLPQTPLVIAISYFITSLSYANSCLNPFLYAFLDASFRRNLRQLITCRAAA
# PfM18AAP inh – PfM18AAP inhibitors, malaria aminopeptidase, primary screen, biochemical, QFRET, recombinant enzyme; H-Glu-NHMec fluorogenic cleavage; AID 1822, 2009; inhibition, % at 7.35 µM; M18 aspartyl aminopeptidase (Plasmodium falciparum 3D7); 1.2% of 290,000 active;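 active = inhibition above the campaign mean inhibition over all tested compounds plus 3 SD, cut at about 28% in these data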;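 note: 0% = plate median of test compound wells and 100% = 2 mM ZnCl2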
# OXTR ag – human OXTR agonists, primary screen, fluorescence, CHO-OTR cells, Fluo-8 calcium; Oxytocin receptor (Homo sapiens), P30559; 0.32% of 320,000 active; activation, % at 3 µM; Fluo-8 calcium fluorescence; normalized: DMSO 0%, oxytocin 100%;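 active = activation above the mean of all tested compounds plus 3 SD, cutoff set per screening run, cut at about 20% in these data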;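 note: peak over basal fluorescence ratio from a 100 s FLIPR kinetic read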
# Target sequence (P30559 whole entry, looked up): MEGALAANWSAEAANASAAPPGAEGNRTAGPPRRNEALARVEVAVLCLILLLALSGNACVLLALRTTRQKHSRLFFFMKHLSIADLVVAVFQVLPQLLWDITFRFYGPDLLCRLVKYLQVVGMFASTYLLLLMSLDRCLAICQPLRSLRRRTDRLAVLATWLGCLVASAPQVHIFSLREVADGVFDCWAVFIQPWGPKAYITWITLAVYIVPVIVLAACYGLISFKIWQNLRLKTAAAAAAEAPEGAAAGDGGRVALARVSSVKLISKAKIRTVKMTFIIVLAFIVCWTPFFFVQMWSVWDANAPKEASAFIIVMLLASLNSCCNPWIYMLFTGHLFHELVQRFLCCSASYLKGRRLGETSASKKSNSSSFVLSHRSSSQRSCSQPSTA
# NALP1 inh – NALP1 inflammasome inhibitors in reconstituted yeast, colorimetric, S. cerevisiae, triplicate retest; S. cerevisiae NALP1/ASC/caspase-1 growth, X-gal OD620, 72 h; inhibition, % at 10 µM; 0.61% of 280,000 active; in the data active = inhibition mostly above about 24%, no sharp cut-off; inactive = mostly below about 32%; note: some compounds called inactive have numbers as strong as hits
# MEKK2mut PB1 HTS – MEK5 binding signal on mutant MEKK2 PB1, primary screen, biochemical, multiplex bead flow cytometry, Alexa488-MEK5; Alexa488-MEK5 binding to MEKK2 mutant; percent response, % at 10 µM; 0.35% of 290,000 active; in the data active = percent response above about 24%, passing the limit was not always enough; note: inactives centre near 1; some results filed as inactive read as strong as hits
# V1aR counter – agonists of human V1a receptor, primary screen, counter-screen for OXTR agonist project, fluorescence, CHO-V1R cells; Vasopressin V1a receptor (Homo sapiens), P37288; Fluo-8 calcium fluorescence, agonist mode; 0% DMSO, 100% 3 nM vasopressin; activation, % at 3 µM; 0.25% of 320,000 active;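 active = activation above the mean activation of all tested compounds plus 3 SD, per screening run, cut at about 20% in these data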;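 note: signal is peak over basal fluorescence ratio across a 100 second FLIPR read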
# OXTR potentiator – human OXTR potentiators, primary screen, fluorescence, CHO-OTR cells, Fluo-8 calcium; activation, % at 3 µM; Fluo-8 calcium fluorescence, potentiator mode; 0% = oxytocin EC15, 100% = EC100; AID 2445, 2010; 0.061% of 320,000 active;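 active = activation above that plate's cutoff, the mean activation of tested compounds plus 3 SD, cut at about 6.6% in these data, passing the limit was not always enough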;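 note: 100% uses oxytocin at 75 nM as the full agonist control; some results filed as inactive read as strong as hits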
#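 System: human OTR in CHO cells; Also added: sub-maximal oxytocin, roughly EC15; Timing: compound 6 min at room temperature before oxytocin, 100 s read; Technique: Fluo-8 intracellular calcium fluorescence, ex 470-495, em 515-575 nm; Controls: oxytocin EC15 low and EC100 high; Replication: singlicate.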
# MEKK2 WT-MEK5 – modulators of MEK5 binding to wildtype MEKK2, primary screen, biochemical, multiplex bead flow cytometry, Alexa488-MEK5 | Alexa488-MEK5 binding to MEKK2 WT; actives lie on both sides | Mitogen-activated protein kinase kinase kinase 2 (Homo sapiens), Q9Y2U5 | AID 1531, 2009 | binding response (% of control), % at 10 µM | 1.1% of 290,000 active; in the data active = binding response below about 67% or above about 130%
# Active calls of the source: *; · = no result given.
1) CC(NC(=O)COC(=O)Cc1ccccc1[N+](=O)[O-])c1ccccc1 (stereo not drawn)
2) CCC(C)/C(C)=N/NC(=O)c1ccc(CSc2nc3ccccc3s2)cc1 (stereo not drawn)
3) COc1ccc(-c2[nH]ncc2CN(C)CCCN2CCOCC2)cc1F
4) CC1SCC(=NOCc2ccccc2)CS1 (stereo not drawn)
5) Cc1cc(C)n2c(SCc3ccc(Br)cc3)nnc2n1
6) CCc1ccccc1NC(=O)c1cccc(NC(=O)/C=C/c2ccco2)c1
7) CCOc1cc(S(=O)(=O)n2ccnc2)ccc1Br
8) N#Cc1ccccc1NS(=O)(=O)c1cc2c3c(c1)CCN3C(=O)CC2

Assay by compound,1,2,3,4,5,6,7,8
GalR3 antag,-2,6,-6,-4,-4,11,-3,-1
GPR7 antagonist,6,-13,-9,-12,-8,8,-6,·
PfM18AAP inh,-5,-8,1,3,2,-13,7,·
OXTR ag,-0.1,6.5,-0.3,-1.8,-1.4,-1.6,0.0,0.8
NALP1 inh,28,25,22,-15,1,21,14,·
MEKK2mut PB1 HTS,-1,-3,16,-3,5,-3,1,·
V1aR counter,0.7,7.5,-0.2,-1.1,-0.3,2.4,0.3,-0.7
OXTR potentiator,1,-3,-6,-14,-17,-4,-5,1
MEKK2 WT-MEK5,101,98,116,95,101,97,98,·

9) O=c1nc(N/N=C/c2ccco2)cn[nH]1
10) COc1ccc(CC(=O)Nc2cccc(-c3ccc4nnc(C)n4n3)c2)cc1OC
11) Cc1cccc(N=C2NC(=O)/C(=C3/C(=O)N(C)c4ccccc43)S2)c1C
12) CCOC(=O)C1=C(c2ccccc2)OC(N)=C(C#N)C1c1ccc(Cl)s1 (stereo not drawn)
13) COc1cc(OC)c2ccc(=O)oc2c1C(CC(=O)N1CCCC1)c1ccc2c(c1)OCO2 (stereo not drawn)
14) CC(Oc1cccc(Cl)c1)C(=O)Nc1nc(-c2ccccn2)cs1 (stereo not drawn)
15) O=C(c1cc(=O)c2ccccc2o1)N1CCN(c2cccc(Cl)c2)CC1
16) COC(=O)c1cc(C)ccc1OCc1ccc([N+](=O)[O-])cc1

Assay by compound,9,10,11,12,13,14,15,16
GalR3 antag,-4,-4,-2,-8,-4,-5,-4,-6
GPR7 antagonist,-7,-13,1,-12,·,·,4,6
PfM18AAP inh,53*,0,4,4,·,·,0,-4
OXTR ag,-0.2,0.4,-2.2,0.3,1.2,-2.7,0.5,-1.6
NALP1 inh,-4,-11,-3,0,11,·,-16,·
MEKK2mut PB1 HTS,-10,-2,6,5,3,·,2,-6
V1aR counter,0.9,-0.4,-0.8,0.4,0.0,-0.9,0.9,-0.5
OXTR potentiator,-8,-2,-7,-6,-7,-13,-2,-8
MEKK2 WT-MEK5,89,104,108,101,134,·,106,96

17) CC(=O)N=C1SC2CS(=O)(=O)CC2N1c1ccc(-c2nc3ccc(C)cc3s2)cc1 (stereo not drawn)
18) Cc1ccc(-c2nc(CN(C)Cc3cccc4cnccc34)c(C)o2)s1
19) CCn1c(CC(=O)Nc2ccccc2)nnc1SCC(=O)NC1=NCCS1
20) CCCCN(C)CCNC(=O)CCn1nc(-c2ccc(Cl)cc2)ccc1=O
21) CCCCCCCSc1nnc(N)s1
22) CCN(C(=O)c1cnc(NC(C)C)cc1C(F)(F)F)c1ccc(Cl)cc1Cl
23) CCN(CC)C(=O)Cn1cc(S(=O)(=O)CC(=O)Nc2ccc(C(N)=O)cc2)c2ccccc21
24) O=C(O)Cc1csc(Nc2cccc(Cl)c2)n1

Assay by compound,17,18,19,20,21,22,23,24
GalR3 antag,·,-5,-5,-12,-1,-1,-2,-3
GPR7 antagonist,-2,-21,-6,-5,-15,5,-11,-3
PfM18AAP inh,3,4,-11,-4,3,-1,0,0
OXTR ag,-0.7,0.7,0.7,-1.2,-1.1,-2.2,-0.3,-2.1
NALP1 inh,29,16,11,3,14,-12,-4,32
MEKK2mut PB1 HTS,-1,8,6,3,3,-7,4,-2
V1aR counter,-0.4,5.0,-0.1,-0.5,-0.6,-1.0,0.1,-0.5
OXTR potentiator,-5,-11,0,-7,-6,-16,-2,1
MEKK2 WT-MEK5,96,106,99,109,100,91,99,86

25) Cc1ccc(NC(=O)C/C(N)=N/OC(=O)Nc2cccc(C)c2)cc1
26) CCCNC(=S)Nc1ccc(CC(=O)OC)cc1
27) CN(C)c1nc(Nn2cnnc2)nc(N(C)C)n1
28) COc1cc(C)c(Cl)cc1S(=O)(=O)NC1CC(C)(C)NC(C)(C)C1
29) CC(=O)N1c2ccccc2[C@H](C)[C@H]1C
30) COc1ccc(CCNC(=O)CCSc2nc(-c3ccco3)cc(C(F)(F)F)n2)cc1OC
31) CC1(c2ccc3c(c2)OCCO3)NC(=O)N(CC(=O)c2ccc[nH]2)C1=O (stereo not drawn)
32) Cc1ccc(Cl)cc1NC(=O)COC(=O)C1CC1

Assay by compound,25,26,27,28,29,30,31,32
GalR3 antag,4,-7,0,·,-7,-2,-6,-3
GPR7 antagonist,·,-8,7,1,·,6,·,-6
PfM18AAP inh,·,7,24,-10,·,0,·,-9
OXTR ag,0.4,-0.4,-0.1,-0.4,1.1,-0.6,1.6,-1.4
NALP1 inh,·,19,10,3,·,1,·,0
MEKK2mut PB1 HTS,·,14,-4,0,·,6,·,-2
V1aR counter,-0.1,0.9,-0.4,1.2,0.5,-0.4,3.7,-0.6
OXTR potentiator,-5,1,2,-4,1,3,-9,-11
MEKK2 WT-MEK5,·,114,100,96,·,108,·,94

33) Cc1ccc(N=C2C(=O)Nc3ccccc32)cc1
34) COc1cccc(CN(C)C(=O)c2cccc(OCc3ccccc3)c2)c1
35) CC1CN(C(=O)c2cccc(S(=O)(=O)Nc3ccc(Cl)cc3)c2)CC(C)O1 (stereo not drawn)
36) C=CCN(C(=O)c1csnn1)C(C(=O)NC1CCCCC1)c1ccccc1 (stereo not drawn)
37) CSc1nc(N2CCOCC2)c2c(c1C#N)CC(C)(C)OC2
38) CC(C)(C)SCCNC(=O)c1ccc(CN2CCc3ccccc3C2)cc1
39) COC(=O)CC1=C(C(=O)OC)C(c2cc(OC)c(OC)cc2OC)C(C#N)=C(N)O1 (stereo not drawn)
40) C=CCNC(=S)/N=c1/ccccn1Cc1ccccc1

Assay by compound,33,34,35,36,37,38,39,40
GalR3 antag,-11,-8,-1,-10,5,-11,-5,-5
GPR7 antagonist,-7,8,-10,-1,-7,-4,-6,3
PfM18AAP inh,1,1,-7,0,3,1,1,0
OXTR ag,0.5,-0.6,2.0,-0.9,-2.3,-1.2,0.2,0.1
NALP1 inh,-2,5,-25,14,5,26,6,-19
MEKK2mut PB1 HTS,2,7,-4,-2,4,5,13,15
V1aR counter,0.2,-0.1,2.9,0.1,-1.1,0.7,0.2,-0.5
OXTR potentiator,-6,-9,-7,-9,-11,-2,-2,-2
MEKK2 WT-MEK5,104,101,93,103,101,103,105,116

41) Cc1ccc(S(=O)(=O)N2CCC(Oc3ccc(-n4cnnn4)cc3)CC2)cc1
42) CCC1=C2CC[C@H]3C(=O)N(c4ccccc4)C(=O)[C@H]3[C@H]2[C@@]2(C)C(=NCc3ccccc3)OC(=O)N2C1=O
43) c1ccc(NCc2cccc3ccccc23)nc1
44) Cc1cccc(NC(=O)CSc2nnc(C3CC3)n2CC2CCCO2)c1 (stereo not drawn)
45) CCOC(=O)c1sc(NC(=O)C2=COCCO2)c(C#N)c1C
46) CC(C)(C)OC(=O)NCCCC[C@H](NC(=O)c1nc[nH]c1C(=O)NCC(=O)OCc1ccccc1)C(=O)OC(C)(C)C
47) O=C(O)c1c(-n2cccc2)sc2c1CCCC2
48) CN(C)S(=O)(=O)c1ccc(Cl)c(C(=O)OCC(=O)c2ccco2)c1

Assay by compound,41,42,43,44,45,46,47,48
GalR3 antag,-7,2,-3,-8,-2,-4,-2,1
GPR7 antagonist,-4,·,19,0,·,-11,-4,·
PfM18AAP inh,-12,·,20,4,·,-11,6,·
OXTR ag,1.3,-0.4,-1.4,0.3,-0.9,-2.1,-0.1,2.3
NALP1 inh,5,·,18,1,·,18,-4,·
MEKK2mut PB1 HTS,0,3,-1,3,·,-11,0,·
V1aR counter,3.0,-0.8,-0.2,1.5,-0.9,1.1,1.0,1.0
OXTR potentiator,-2,-13,-15,-5,-2,-3,-2,-2
MEKK2 WT-MEK5,95,102,95,100,·,100,102,·

49) O=C(c1cccs1)N(Cc1ccco1)C1CCS(=O)(=O)C1 (stereo not drawn)
50) CN(C)c1ccc(/C=N/NC(=O)CNC(=O)c2ccco2)cc1
51) c1ccc(-c2cnc(-c3ccccc3)nn2)cc1
52) O=c1[nH][nH]c(C(F)(F)F)c1C=Nc1ccc(Cl)cc1
53) CCOc1ccc(NC(=O)CCS(=O)(=O)c2ccc3c(c2)CCCN3C(C)=O)cc1
54) Cc1nnc(NC(=O)C2CSC3(C)CCC(=O)N23)s1 (stereo not drawn)
55) O=c1cc(-c2ccccc2)nc(Sc2ccc([N+](=O)[O-])cc2[N+](=O)[O-])[nH]1
56) CCc1cccc2c(C(=O)C(F)(F)F)cn(CC(=O)NCC3CCCO3)c12 (stereo not drawn)
57) Cc1cccc(NC(=O)C2CCN(S(C)(=O)=O)CC2)c1C
58) Fc1ccc(Cn2cnc3ccccc32)cc1

Assay by compound,49,50,51,52,53,54,55,56,57,58
GalR3 antag,-3,-4,1,-5,-2,-3,-3,-3,-11,-6
GPR7 antagonist,-7,-10,·,-4,-13,·,·,6,-4,-2
PfM18AAP inh,-1,-3,·,-8,0,·,·,-6,-3,-8
OXTR ag,-0.3,0.3,-1.0,-1.7,-0.7,0.1,-0.5,-0.8,0.3,1.0
NALP1 inh,19,-2,·,2,9,·,·,1,21,17
MEKK2mut PB1 HTS,2,4,1,3,0,·,·,4,1,0
V1aR counter,-0.1,0.6,-0.2,0.1,-0.1,0.5,0.8,0.7,0.6,2.0
OXTR potentiator,1,-11,-9,-8,-1,-3,-6,-9,1,-11
MEKK2 WT-MEK5,103,100,103,104,102,·,·,107,101,89

# One compound at a time (already shown). Screens in order: GalR3 antag, GPR7 antagonist, PfM18AAP inh, OXTR ag, NALP1 inh, MEKK2mut PB1 HTS, V1aR counter, OXTR potentiator, MEKK2 WT-MEK5
# c1ccc(-c2cnc(-c3ccccc3)nn2)cc1 in the list: 1, ·, ·, -1.0, ·, 1, -0.2, -9, 103
# O=c1[nH][nH]c(C(F)(F)F)c1C=Nc1ccc(Cl)cc1 in the list: -5, -4, -8, -1.7, 2, 3, 0.1, -8, 104
# CCOc1ccc(NC(=O)CCS(=O)(=O)c2ccc3c(c2)CCCN3C(C)=O)cc1 in the list: -2, -13, 0, -0.7, 9, 0, -0.1, -1, 102
# CCc1cccc2c(C(=O)C(F)(F)F)cn(CC(=O)NCC3CCCO3)c12 (stereo not drawn) in the list: -3, 6, -6, -0.8, 1, 4, 0.7, -9, 107
